# Screening data (PubChem BioAssay)
# MOR-DOR inv ag: inverse agonist of human OPRM1-OPRD1 heterodimerization | P35372+P41143 | cell-based MOR-DOR heterodimer luminescence, inverse agonism | inhibition, % at 9.3 µM | hit rate 0.21% among 340,000; in the data active means inhibition above about 22%, passing the limit was not always enough;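 further: 0% = cells with DMSO and 100% = wells without cells with DMSO; values of inactives mirror those of a sister screen read the other way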
# Arrestin-AP2 inh: blocks beta-arrestin peptide binding to AP2 adaptin; hit rate 0.31% among 340,000; AID 504490; FITC-arrestin peptide / GST-AP2 beads, flow cytometry; AP2 beta2 appendage carries R879A mutation; inhibition, % at 10 µM;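 active means inhibition above a set limit, near 3 SD of compounds lacking own fluorescence, cut at about 54% in these data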;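 further: plate controls were DMSO wells for no effect and 5 µM unlabelled arrestin peptide for full effect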
#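 system = GST-tagged AP2 beta2-adaptin appendage (R879A) on 4 µm glutathione beads | reagent = FITC-labelled arrestin peptide probe, 50 nM final | schedule = compound with beads 12 min RT, then probe 1 h RT | signal = HyperCyt-sampled flow cytometry, FL1 channel, ex 488/em 535 nm | read-out = percent response from loss of bead-bound FITC fluorescence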
# AddAB inh: less growth of phage-infected E. coli with AddAB; inhibition, % at 11.9 µM; hit rate 0.29% among 330,000; AID 435030; E. coli expressing H. pylori AddAB, absorbance growth; in the data active means inhibition above about 12%;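 further: 0% = vehicle wells of infected cells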
# E coli growth: counter-screen for AddAB inhibitors: E. coli growth inhibition; E. coli V3065 growth, OD600 absorbance, 18 h; inhibition, % at 11.9 µM; hit rate 0.27% among 330,000;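 active means inhibition above the campaign's mean inhibition across all tested compounds plus 3 SD, cut at about 9.9% in these data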;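 further: uninfected addAB+ strain grown without phage in ampicillin broth; 0% = DMSO wells and 100% = ciprofloxacin 0.95 µg/ml wells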
# MOR-DOR ag: agonists of human mu-delta opioid receptor heterodimerization; P35372+P41143; cells, OPRM1-OPRD1 heterodimerization, luminescence; activation, % at 9.3 µM; hit rate 0.3% among 340,000; AID 504326; in the data active means activation above about 18%;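 further: 0% = vehicle-treated cells and 100% = reference agonist; values of inactives mirror those of a sister screen read the other way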
# Pemphigus Ab inh: inhibitors of pemphigus antibody binding to human desmoglein-3; P32926; DSG3-coupled beads, scFv-anti-DSG3-GFP binding, flow cytometry; stronger effect = lower value; binding (percent of control), % at 10 µM; hit rate 0.48% among 310,000; AID 588358;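 active means binding more than 3 SD below its plate's average and above zero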; further: some compounds called inactive have numbers as strong as hits
# Target sequence (P32926 whole entry, looked up): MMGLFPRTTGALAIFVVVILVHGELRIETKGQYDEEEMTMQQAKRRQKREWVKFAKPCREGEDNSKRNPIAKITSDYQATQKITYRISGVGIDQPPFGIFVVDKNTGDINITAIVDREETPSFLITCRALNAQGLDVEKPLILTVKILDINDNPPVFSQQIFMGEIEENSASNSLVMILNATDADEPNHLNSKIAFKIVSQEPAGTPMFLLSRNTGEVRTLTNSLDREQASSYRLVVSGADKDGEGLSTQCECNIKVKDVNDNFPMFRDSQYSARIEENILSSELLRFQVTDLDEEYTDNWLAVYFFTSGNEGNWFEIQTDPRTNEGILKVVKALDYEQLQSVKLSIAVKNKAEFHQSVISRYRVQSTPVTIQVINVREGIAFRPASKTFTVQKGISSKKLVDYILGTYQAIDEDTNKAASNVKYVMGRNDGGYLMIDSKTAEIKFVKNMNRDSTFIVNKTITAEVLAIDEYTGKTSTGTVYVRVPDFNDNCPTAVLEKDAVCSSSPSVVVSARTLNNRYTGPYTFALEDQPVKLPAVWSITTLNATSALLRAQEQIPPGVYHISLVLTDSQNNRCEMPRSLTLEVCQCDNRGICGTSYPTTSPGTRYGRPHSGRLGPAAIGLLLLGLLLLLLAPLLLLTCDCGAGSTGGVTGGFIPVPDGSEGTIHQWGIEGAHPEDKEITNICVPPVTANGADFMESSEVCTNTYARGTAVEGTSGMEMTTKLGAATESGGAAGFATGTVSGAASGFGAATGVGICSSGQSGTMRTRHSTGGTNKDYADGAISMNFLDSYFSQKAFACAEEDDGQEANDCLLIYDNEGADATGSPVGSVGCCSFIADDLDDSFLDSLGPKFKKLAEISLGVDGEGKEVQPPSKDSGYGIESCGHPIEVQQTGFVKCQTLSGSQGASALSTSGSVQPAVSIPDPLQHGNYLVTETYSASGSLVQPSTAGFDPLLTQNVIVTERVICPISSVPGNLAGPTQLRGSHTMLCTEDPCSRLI
# Mot1-301 SUMO: blocks SUMOylation pathway, rescuing yeast Mot1-301 growth; hit rate 1% among 320,000; growth rescue, % at 18.8 µM; AID 2716; S. cerevisiae Mot1-301 growth rescue, ATP luminescence, 38.5C; percent above DMSO median, 100 means doubled;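 active means every valid replicate shows activation above 250% relative to neutral control wells; inactive means the rest, any valid replicate at or below 250%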;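 further: OY570 slx delta 5 strain wells were the positive control but not used for scaling; some compounds called inactive have numbers as strong as hits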
# PKA-R1A act: activators of PKA-R1A complex. P00514+P68181. hit rate 0.083% among 340,000. activation, % at 11.4 µM. PKA-R1A dissociation, Cy5-IP20 fluorescence polarization; scaled: DMSO 0%, 113 µM cGMP 100%;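 active means percent activation above the mean of all tested compounds plus 3 SD, cut at about 19% in these data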;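 further: higher means more PKAc released from R1A so a rise in polarization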
# Tat export inh: inhibitors of E. coli Tat protein transport; hit rate 0.036% among 340,000; E. coli MC4100 TorA-mCherry Tat export, fluorescence; inhibition, % at 10 µM;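 active means mean replicate inhibition at least 50% and at least half of replicates individually reaching 50%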;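 further: exported cargo escapes ClpAP degradation while cytoplasmic cargo is degraded and loses fluorescence; 0% = median of neutral control wells and 100% = median of NaSCN control wells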
# PfHsp90 set2: reduces growth (ATP signal) of yeast expressing P. falciparum Hsp90; AID 504621; hit rate 0.32% among 310,000; S. cerevisiae expressing PfHsp90, BacTiter-Glo ATP, 48 h; yeast lacking PDR1 and PDR3 efflux regulators; inhibition, % at 9.4 µM;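 active means every replicate shows inhibition above about 80%, whatever the replicate mean, limit read from the data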;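 further: 0% = DMSO neutral controls and 100% = 20 µM radicicol positive controls; yeast relying on Plasmodium falciparum Hsp90 in place of its own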
# phage Ecoli inh: E. coli growth loss with phage present | hit rate 0.26% among 360,000 | inhibition, % at 11.9 µM | AID 651602 | growth absorbance; in the data active means inhibition above about 11%
# The depositor's hits bear a star; i = inactive; . = no result given.
# Sequence of screens: MOR-DOR inv ag, Arrestin-AP2 inh, AddAB inh, E coli growth, MOR-DOR ag, Pemphigus Ab inh, Mot1-301 SUMO, PKA-R1A act, Tat export inh, PfHsp90 set2, phage Ecoli inh
O=C1CCCCC(=O)c2ccccc2N1
 : 2, 3, 2.3, 0.5, -0.2, 107, 7, 5, 8, 8, -2.2
O=C1OCC2=C1C(c1ccc3c(c1)OCO3)c1cc3c(cc1O2)OCO3 (stereo unspecified)
 : 11, 11, ., ., -2.5, 91, ., 2, 6, -11, 1.7
O=C(CN(Cc1ccco1)S(=O)(=O)c1cccs1)Nc1ccccc1C(F)(F)F
 : 6, -1, -1.0, -2.3, -1.3, ., 17, -15, 14, -5, 0.7
O=C1C(=O)N(CCS(=O)(=O)c2ccccc2)c2ccc(F)cc21
 : 53*, 43, 1.4, -2.2, -9.8, 96, 9, -1, -9, 11, -0.6
Cc1ccc(N(CC(O)CN2CCCCC2)S(=O)(=O)c2ccccc2[N+](=O)[O-])cc1 (stereo unspecified)
 : 13, -17, 4.3, 0.9, -2.4, 112, -8, 3, -7, 1, 2.8
CSCCCNC(=S)N1CCN(S(=O)(=O)c2cccc(C(F)(F)F)c2)CC1
 : -29, 4, -0.4, -1.1, 5.7, 85, 24, -6, 0, -35, 5.6
O=C(Nc1nnc(S(=O)(=O)N2CCOCC2)s1)c1ccc(Cl)cc1
 : 9, 4, 2.9, -0.1, -1.6, 103, 18, -4, -5, -4, 1.8
COc1ccc(N2CCN(C(=O)COC(=O)CNC(=O)c3ccccc3)CC2)cc1
 : -4, 1, -2.0, -3.3, 0.8, 104, 4, -5, 2, -28, 2.0
CCn1c(=O)n(CC)c2cc(N3CCCC3)c(NC(=O)c3ccccc3C)cc21
 : 10, 4, 1.4, -0.6, -1.9, 103, 6, -5, 0, -7, -2.1
Cc1cc(C(=O)COC(=O)c2ccc[nH]c2=O)c(C)n1CCc1ccc(F)cc1
 : 0, 0, 1.7, 0.3, 0.0, 98, 193, 0, -2, -89, 1.3
Cc1cc2nc(Cl)c(Cl)nc2cc1C
 : 16, 2, 0.1, 0.9, -3.1, 104, -7, -15, -7, 3, 3.1
C[C@@H]1C(c2cccc(Cl)c2)=NN(c2ccccc2)[C@H]1C(=O)N1CCOC1=O
 : -17, 8, 0.2, 0.4, 3.5, 102, ., -9, 3, -16, 2.6
O=C1c2ccccc2C(=O)N1CC(=O)N1c2ccccc2Sc2ccccc21
 : -1, 9, 0.6, 1.9, 0.2, 89, 38, 2, -2, -13, 0.5
Cc1ccc(-n2c(SCC(=O)NCc3cccs3)nnc2-c2ccoc2C)cc1
 : 14, -5, 0.7, -0.8, -2.7, 108, -17, -6, 4, 4, 0.2
CC1CC(C)CN(C(=O)c2cc(-c3ccccn3)nc3ccccc23)C1 (stereo unspecified)
 : 17, 15, 2.8, -0.2, -2.8, 97, ., 0, 2, -8, -0.5
COc1ccc(N=Nc2ccc(N)nc2N)cc1
 : 8, 28, 0.7, 3.5, -1.6, 93, -9, -11, 3, 7, 1.8
CC(C)C[C@H](NC(=O)Nc1ccccc1F)C(=O)O
 : 6, 8, 1.4, -3.5, -1.1, 112, -5, 2, -11, 2, 3.0
COc1ccc(-n2nc(C(=O)NCC(=O)N3CCN(c4ccccc4)CC3)c3ccccc3c2=O)cc1OC
 : -10, -7, 0.5, -0.4, 1.3, 96, -8, 1, -2, -14, 0.7
CNC(=O)COC(=O)c1cc(-c2ccccc2)nn1-c1ccccc1
 : 5, 30, -0.7, -0.6, -1.0, 119, ., -5, -3, ., 0.1
Cc1ccc(OCCNC(=O)CCNC(=O)c2ccc(Cl)cc2)cc1
 : 2, -8, 0.6, -0.2, -0.5, 116, 15, -4, 3, -1, -0.9
O=C1OC(c2cccs2)=N/C1=C\c1ccc(-c2cccc(Cl)c2)o1
 : 6, -2, 0.9, 0.2, -1.1, 114, 7, -7, -6, -9, -0.9
O=C(CCCCCCCCCCC(=O)NCc1cccnc1)NCc1cccnc1
 : 6, -7, -1.6, 0.2, -1.2, ., 0, 0, -3, -28, 4.0
COc1ccc(CN2CCNC(=O)C2CC(=O)NC2CCCC2)cc1OC (stereo unspecified)
 : 10, 5, -4.3, -0.4, -2.0, 123, -11, -13, 2, 19, -0.1
O=C(NCCCN1CCCC1=O)C1CCN(S(=O)(=O)c2ccc(Cl)cc2)CC1
 : 7, -2, -1.3, -1.8, -1.8, ., 0, 6, -8, 3, -0.5
O=C(CCc1ccccc1Cl)Nc1ccc(S(=O)(=O)N2CCOCC2)cc1
 : -2, 59*, 3.3, 1.2, 0.3, 102, 87, -7, -7, -4, 4.1
CCOC(=O)c1ccccc1NS(=O)(=O)c1cnn(CC)c1C
 : 11, 32, 1.8, 0.3, -1.9, 120, -2, 2, -1, 2, 3.7
CCCCOC(=O)c1ccc(NC(=O)c2ocnc2C)cc1
 : -9, 6, 1.3, -2.2, 1.6, 99, 22, 4, -1, 23, .
CCNC(=O)COC(=O)c1cc(S(=O)(=O)N2CCCCC2)ccc1C
 : 5, 7, 0.1, 3.3, -0.9, 95, 6, -5, -2, 22, 0.3
Cc1ccc2nc(Cl)c(-c3ccccc3)cc2c1
 : ., 14, 4.5, 0.2, ., 113, 239, ., ., ., 3.9
COc1ccccc1/C=C/C(=O)NCC(=O)N/N=C/c1ccc2c(c1)OCO2
 : 6, 15, 1.2, -2.4, -0.8, 106, 11, -10, 6, 1, 3.2
CCn1ccnc1CN1CCN(CC=C(C)C)C(CCO)C1 (stereo unspecified)
 : -3, 20, 1.1, 0.8, 0.6, 99, 6, 3, 4, -1, 3.8
O=C(CN1CCCCC1)N1CCCc2c1c(=O)oc1ccc(OCc3ccccc3)cc21
 : -16, -2, 3.8, -3.9, 2.7, ., -11, -8, 6, ., 1.5
CCN(CC)S(=O)(=O)c1ccc2c(c1)c(=O)c(C(=O)NCCCN(C)c1ccccc1)cn2C
 : 9, -7, -1.1, 0.8, -1.8, ., i, -10, -7, ., 0.2
NC(=O)c1oc2ccccc2c1NC(=O)c1ccc([N+](=O)[O-])o1
 : -44, 40, 99*, 99*, 6.9, 105, 2, 1, -3, -13, 23*
CSc1ccc(S(=O)(=O)N2CCC(C(=O)Nc3cccnc3)CC2)cc1
 : -28, 7, 0.7, -0.8, 3.4, 104, 6, -2, 2, -12, 1.0
Cc1c(C(=O)Nc2ccc(F)cc2)oc2ccc(S(=O)(=O)N3CCC4(CC3)OCCO4)cc12
 : -14, 2, 2.3, 0.7, 2.6, 97, 12, 5, 2, 3, 1.2
COc1ccccc1CN(C)C(=O)c1ccc2c(c1)NC(=O)CS2
 : 5, -1, -3.8, -4.1, -0.8, 100, -7, 1, 2, 5, 1.3
COc1cccc(C(=O)N(c2ccc(OC)cc2OC)C2C=CS(=O)(=O)C2)c1 (stereo unspecified)
 : 9, 10, 0.4, -0.9, -1.6, 112, -2, -10, 4, 37, 0.6
CO/N=C(/CN1CCCCC1)c1ccc(Cl)cc1
 : 18, -3, 2.0, -1.5, -3.2, 92, -3, 2, -8, 9, 0.7
Cc1ccc(N2CC(NC(=O)C(=O)c3c(C)[nH]c4ccccc34)CC2=O)cc1 (stereo unspecified)
 : 10, -6, -0.3, 0.3, -1.8, 91, -1, 7, 6, -2, 2.5
COC(=O)c1ccccc1NC(=O)c1ccccc1NS(C)(=O)=O
 : 23, 31, 1.3, -0.1, -5.0, 126, 2, -4, 5, 3, 0.0
CCCCC[C@H]1CN(C2CCCCC2)C(=O)[C@@H]1CC(=O)NCc1ccc(OC)cc1
 : -28, -9, 0.1, -1.9, 4.8, 224, -19, 0, 11, -11, 1.8
CC(NC(=O)OC(C)(C)C)C(=O)Oc1cc2oc(=O)cc(-c3ccccc3)c2cc1Cl (stereo unspecified)
 : 3, 10, 1.1, 0.1, -0.6, 97, 56, -10, 9, -63, .
O=C(CCN1C(=O)/C(=C/c2cccs2)SC1=S)Nc1ccc(C(=O)O)cc1
 : 22, -1, 3.2, -0.8, -4.1, 94, -2, -3, 4, -11, -0.8
COc1ccccc1CCC(=O)NNC(=O)c1ccncc1
 : 17, 5, 1.0, 0.9, -3.5, 101, 2, -1, -1, -4, 1.8
CC(C)(C)S(=O)(=O)Cc1nc(-c2ccc(Cl)c(Cl)c2)cs1
 : -8, 2, 4.8, 3.7, 1.7, 112, 243, -1, -1, 1, -1.1
COc1ccc(-c2cc(C3CCN(c4cc(Cl)nc(N)n4)CC3)[nH]n2)cc1
 : 0, 9, 5.8, -0.4, 0.1, 113, -6, -5, 10, 28, 3.0
CC(Oc1ccccc1Cl)C(=O)N1CCCN(C)CC1 (stereo unspecified)
 : 13, 2, 4.5, 1.2, -2.2, ., -5, -9, -1, ., 0.1
Cc1ccc2nc(NC(=O)COC(=O)c3ccccn3)sc2c1
 : 6, -21, -1.8, -0.8, -1.3, 112, 207, -2, -5, ., -0.9
CCOc1ccc(NC(=O)C2CCN(S(=O)(=O)c3ccc4c(c3)NC(=O)C(C)S4)CC2)cc1 (stereo unspecified)
 : 2, 31, 1.7, -2.8, -0.4, 101, 80, 4, -2, 4, 0.6
Cc1nc(=O)c(-c2ccccc2)c(C)n1-c1ccc(C(=O)O)cc1
 : 9, -5, -2.8, -0.2, -1.8, 101, -11, -12, -3, 5, 2.1
COc1ccccc1CCNC(=O)c1cnn2c(C(F)F)cc(C)nc12
 : 2, -1, -0.6, -0.4, -0.4, 94, 8, 2, -9, 8, 2.7
COc1ccc(N(CC(=O)NCCSc2ccccn2)S(=O)(=O)c2ccc(C)cc2)cc1OC
 : 14, 24, 4.9, 0.2, -2.7, 101, -9, 15, 2, -16, 3.3
Cn1cccc1CC(=O)NNC(=O)Nc1ccc(Cl)cc1
 : -6, -3, 0.9, -4.2, 0.8, 101, -7, 3, 3, -4, 3.9

# 4 entries from above, comma-delimited.
compound,MOR-DOR inv ag,Arrestin-AP2 inh,AddAB inh,E coli growth,MOR-DOR ag,Pemphigus Ab inh,Mot1-301 SUMO,PKA-R1A act,Tat export inh,PfHsp90 set2,phage Ecoli inh
CCOc1ccc(NC(=O)C2CCN(S(=O)(=O)c3ccc4c(c3)NC(=O)C(C)S4)CC2)cc1 (stereo unspecified),2,31,1.7,-2.8,-0.4,101,80,4,-2,4,0.6
Cc1nc(=O)c(-c2ccccc2)c(C)n1-c1ccc(C(=O)O)cc1,9,-5,-2.8,-0.2,-1.8,101,-11,-12,-3,5,2.1
COc1ccccc1CCNC(=O)c1cnn2c(C(F)F)cc(C)nc12,2,-1,-0.6,-0.4,-0.4,94,8,2,-9,8,2.7
COc1ccc(N(CC(=O)NCCSc2ccccn2)S(=O)(=O)c2ccc(C)cc2)cc1OC,14,24,4.9,0.2,-2.7,101,-9,15,2,-16,3.3

# Random draw from the library; 2.8% or so of the library scored in one or more.
